From PubChem BioAssay
S-ASM inh = inhibitors of human secretory acid sphingomyelinase; placental ASM, HMU-PC fluorogenic substrate, 60 min; P17405; Potency, µM (highest dose often 57.5 µM), for the others: at the highest dose activity change, negative = inhibition, most hits filed as inhibitors; AID 504937; 340,000 compounds, 0.006% hits; further: potency means the concentration at half of the fitted maximal effect
Target sequence (P17405 47-631 limits assumed): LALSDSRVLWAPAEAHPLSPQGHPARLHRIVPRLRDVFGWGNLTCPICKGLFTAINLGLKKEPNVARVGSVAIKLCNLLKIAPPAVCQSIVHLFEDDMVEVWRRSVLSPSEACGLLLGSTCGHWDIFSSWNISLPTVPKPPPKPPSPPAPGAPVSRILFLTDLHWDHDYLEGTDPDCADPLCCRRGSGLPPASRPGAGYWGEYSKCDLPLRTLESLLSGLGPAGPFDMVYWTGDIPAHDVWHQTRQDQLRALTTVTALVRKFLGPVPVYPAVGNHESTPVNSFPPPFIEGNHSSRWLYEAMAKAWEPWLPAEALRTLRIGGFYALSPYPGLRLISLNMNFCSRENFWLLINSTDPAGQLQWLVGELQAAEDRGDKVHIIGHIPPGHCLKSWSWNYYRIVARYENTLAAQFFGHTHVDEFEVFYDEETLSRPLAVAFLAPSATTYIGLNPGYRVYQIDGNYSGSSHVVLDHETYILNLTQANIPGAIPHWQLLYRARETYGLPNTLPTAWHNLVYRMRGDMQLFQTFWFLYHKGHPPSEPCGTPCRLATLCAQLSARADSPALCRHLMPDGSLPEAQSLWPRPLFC
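Human placenta-derived ASM enzyme was preincubated with compound for 10 minutes at room temperature, then given fluorogenic substrate HMU-PC0 (9 uM final) for 60 minutes at 37 °C; a pH 10 stop preceded fluorescence reading at Ex 386/Em 447 nm.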
a7 integrin act = activators of alpha7 integrin expression for muscular dystrophy; Potency, µM (top dose mostly 38.3 µM), for the others: at the top dose activation, actives largely listed as activators; AID 624291; alpha7betagal myoblasts, beta-gal FDG fluorescence, 48 h; 350,000 compounds, 0.064% hits;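 further: potency means the concentration at half of the fitted maximal effect; 100% = response of the positive control SU9516; nearly all actives have a fitted effect of over 60% in size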
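Alpha7betagal+/- myoblasts (passage 13) were plated 16-24 hr, then exposed to compounds (1:260 dilution of DMSO stock) for 48 hours at 37C. After MPER lysis, β-galactosidase reporter activity was read as FDG fluorescence (ex 480/em 540) after 30 minutes.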
PTAP TSG101 blk = blocks PTAP/TSG101 interaction to inhibit HIV-1 budding; Fluorescence polarization, FITC-PTAP peptide / Tsg101 binding; Potency, µM (top dose mostly 115 µM), without a hit: at the top dose activity change, negative = inhibition, most hits filed as inhibitors; 340,000 tested, under 10 active; active means well fitted inhibition curve with a large enough effect in the main read-out, with a control signal flat, not every such curve was filed as active; inconclusive means small, poorly fitted or top-dose-only effect, or effect the other way, or a change in a side signal; inactive means no such curve, though single readings can be large or run the other way; further: potency means the concentration at half of the fitted maximal effect; % of control where 0% means no effect
Target sequence (Q99816 whole entry, looked up): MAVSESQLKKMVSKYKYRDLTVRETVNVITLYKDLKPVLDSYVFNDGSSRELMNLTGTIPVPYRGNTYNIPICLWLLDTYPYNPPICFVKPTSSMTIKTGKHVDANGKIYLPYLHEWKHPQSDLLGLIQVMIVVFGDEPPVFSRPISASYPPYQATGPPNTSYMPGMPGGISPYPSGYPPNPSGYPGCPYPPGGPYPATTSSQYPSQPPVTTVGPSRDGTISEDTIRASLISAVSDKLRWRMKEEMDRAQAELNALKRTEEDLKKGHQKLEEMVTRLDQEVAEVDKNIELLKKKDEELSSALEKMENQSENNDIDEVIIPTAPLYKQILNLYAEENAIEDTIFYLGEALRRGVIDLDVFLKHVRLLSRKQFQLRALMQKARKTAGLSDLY
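Steps: Tsg101 binding domain dispensed (10 uM final), compounds pinned in DMSO, FITC-labeled PTAP-motif peptide added (50 nM final); after 20 min binding at room temperature, polarization measured.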
Giardia kill = Giardia lamblia killing | Giardia lamblia trophozoite viability | 340,000 compounds, 0.15% hits | activity change, % at 7.66 µM, hits read low | AID 540267; in the data active means activity change below about -80%; inconclusive means between about -30% and that limit;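 further: parasites exposed to compound for two days anaerobically before the ATP read; on the % scale 0 is the no-effect control and ±100 the full control effect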
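Giardia trophozoites, 100 cells per well, were exposed to compounds for 48 hrs at 37 deg C under anaerobic conditions; viability was then read as ATP content by bioluminescence after 15-30 min at room temperature.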
* marks the source's active call; other numbers are inactive results; ? = inconclusive; [ ] = remark or other dose. Unless noted, the call rests on the fitted dose curve; in most records, active means well fitted curve in the direction sought with a large enough effect; inconclusive means small, poorly fitted or top-dose-only effect, or another doubt; inactive means no such curve, though single readings can be large; an effect the other way counts as inactive or inconclusive.

The opening 6 compounds as a preview:
SMILES | S-ASM inh | a7 integrin act | PTAP TSG101 blk | Giardia kill
O=C(Nc1cc(Cl)ncn1)c1ccccc1 | -5% | -34%[inhibitor] | -2% | -9
C=CCOC(=O)C1=C[C@@H](c2ccc(C(F)(F)F)cc2)C[C@@H](OCCCCO)O1 | -2% | 0% | 4% | -1
Cc1ccc(C2OCC(C)([N+](=O)[O-])CO2)cc1 (centres undefined) | 1% | ? | -5% | 4
O=C(O)C(F)=C(c1ccccc1)c1ccccc1 | 7% | 15% | -3% | -7
COC(=O)c1cc2ccccc2c([N+](=O)[O-])c1O | -1% | -17% | -6% | -14
O=C(Nc1cccc(C(=O)N2CCCC2)c1)C1CCCC1 | 0% | 3% | -5% | -9

Results (from the top)
SMILES | S-ASM inh | a7 integrin act | PTAP TSG101 blk | Giardia kill
O=C(Nc1cc(Cl)ncn1)c1ccccc1 | -5% | -34%[inhibitor] | -2% | -9
C=CCOC(=O)C1=C[C@@H](c2ccc(C(F)(F)F)cc2)C[C@@H](OCCCCO)O1 | -2% | 0% | 4% | -1
Cc1ccc(C2OCC(C)([N+](=O)[O-])CO2)cc1 (centres undefined) | 1% | ? | -5% | 4
O=C(O)C(F)=C(c1ccccc1)c1ccccc1 | 7% | 15% | -3% | -7
COC(=O)c1cc2ccccc2c([N+](=O)[O-])c1O | -1% | -17% | -6% | -14
O=C(Nc1cccc(C(=O)N2CCCC2)c1)C1CCCC1 | 0% | 3% | -5% | -9
Cc1cc(NS(=O)(=O)c2ccc(Br)s2)no1 | 4% | -17% | 0% | 3
O=C(O)c1cccc(-c2ccccc2)c1O | 1% | 33% | 1% | -18
Cc1ccc(S(=O)(=O)Nc2cc(C)cc(CCNC=O)c2C)cc1 | 3% | 34% | -3% | 0
Cc1cc(=O)n(C(C)c2ccccc2)n1C(C)c1ccccc1 (centres undefined) | 2% | -13% | -1% | -2
Cc1cc(O)ccc1NC(=O)Cc1cccc2ccccc12 | 4% | -11% | 0% | 2
COCOc1ccc(C=O)cc1OCOC | -1% | 16% | -5% | -18
COc1nc(Nc2ccc(-c3nc4ccccc4o3)cc2)nc(N2CCOCC2)n1 | 6% | 18% | -7% | -6
Cc1ccc2oc(-c3cccc(NC(=O)c4ccccn4)c3)nc2c1 | 7% | 0% | 1% | -8
COc1ccc(S(=O)(=O)Nc2ccc(Nc3ccccc3)cc2)cc1 | -15% | 42% | -7% | 9
O=C(CCCl)N1c2ccccc2C=Cc2ccccc21 | -12% | -37% | -3% | -3
NC(=S)NN=C1CCCCCCCCCC1 | 3% | 19% | -2% | -5
COc1cc2c(cc1N)-c1ccc(N)cc1C2 | 7% | 33% | -11% | -9
CCOC(=O)N1CCC(NC(=O)CCc2c(C)nc3c(c(C)nn3-c3ccccc3)c2C)CC1 | -7% | -1% | -12% | 4
FC(F)(F)c1cccc(CN2CCN(c3ncccn3)CC2)c1 | 12% | 25% | -3% | 18
COc1ccc(-n2c(SCC(=O)Nc3nccs3)nnc2-c2ccc(Cl)cc2)cc1 | 0% | -4% | -5% | 5
Clc1ccc(Nc2nc(-c3ccncc3)cs2)cc1 | -3% | -16% | -5% | -23
CC(C)(C)OC(=O)N1CCC(C(=O)Nc2cccc(C(=O)N3CCCCC3)c2)CC1 | 3% | 1% | -1% | -15
CC1CCC(O)(C(C(=O)O)c2ccccc2)CC1 (centres undefined) | 3% | 10% | -1% | 2
CC(C)(C)SCCNC(=O)CSc1ccccc1 | 0% | 7% | -5% | -8

Next entries follow.
SMILES | S-ASM inh | a7 integrin act | PTAP TSG101 blk | Giardia kill
CN1CCN(C(=O)c2cnn(-c3ccccc3)c2NC(=O)c2ccc(Br)cc2)CC1 | 0% | 6% | -2% | 9
CC1(C)Cc2c(sc3ncn4nc(-c5ccco5)nc4c23)CO1 | 0% | 19% | -1% | -10
CC(O)(Cc1cccnc1)c1cccs1 (centres undefined) | -3% | 9% | 1% | 0
COc1cc(OCc2ccccc2)c2c(CCC(=O)O)cc(=O)oc2c1 | 37%[activator] | ? | -3% | 0
CN(NC(=O)Nc1ccc(Cl)cc1)c1ncc(C(F)(F)F)cc1Cl | -2% | 11% | 8% | 1
C=CCn1c(SC)nccc1=O | -2% | ? | 0% | 6
C=C1CCN([C@@H](CC(C)C)C(=O)Nc2ccc(OC)cc2)S(=O)(=O)c2ccccc21 | 5% | 2% | -8% | -2
Nc1ccc(-c2nnn(Cc3ccccc3)n2)cc1 | 2% | -15% | 2% | 7
O=C(c1ccc(-c2ccccc2Cl)o1)N1CCCCCCC1 | -6% | -53%[inhibitor] | -6% | 29
Cc1cc(C)cc(SCc2noc(C(=O)NCCC(C)C)c2C(=O)NCCC(C)C)c1 | 51% | -19% | -8% | 3
CC(=O)C1(C)C(=O)N(c2ccc(C)cc2)C(=O)N1c1ccc(C)cc1 (centres undefined) | 2% | -18% | 0% | 23
CCOC(=O)c1cnc(-n2nc(C)cc2C)nc1N1CC(C)OC(C)C1 (centres undefined) | -1% | 7% | -3% | -3
CCOC(=O)c1cc2c(c(CCO)n1)[C@@H](CCO)N(S(=O)(=O)C(C)(C)C)C2 | 0% | 31% | 3% | 8
COc1ccc(-c2coc3cc(OC(C)=O)ccc3c2=S)cc1 | 20% | -41% | -2% | -28
CC1=C(C(=O)OCCOC(C)C)C(c2cccc3ccccc23)NC(=O)N1 (centres undefined) | 12% | -13% | -12% | 14
Cc1ccc(C(=O)COC(=O)CN2C(=O)C3CC=CCC3C2=O)cc1[N+](=O)[O-] (centres undefined) | -1% | -12% | -2% | -6
Brc1ccc(C2Nc3cccc4cccc(c34)N2)cc1 | -1% | -21% | -4% | -8
C=C1CCN([C@@H](Cc2ccccc2)C(=O)O)S(=O)(=O)c2ccccc21 | -1% | ? | -3% | -8
O=C(NNC(=O)c1ccc(Cl)cc1Cl)c1ccc2ccccc2c1 | 5% | 24% | -11% | -9
COc1ccc(CCNC(=O)c2cc3c(=O)n4ccccc4nc3n(CC3CCCO3)c2=N)cc1 (centres undefined) | 306%[activator] | -5% | -2% | -1
COc1ccc(CN2[C@@H](CC(=O)O)c3cc(C(F)(F)F)ccc3S2(=O)=O)cc1 | 1% | 20% | -8% | -18
O=C(Nc1ccccc1F)c1cc(-c2ccco2)nc2ccccc12 | 67%[activator] | 0% | 1% | -14
CCN1C[C@@H]2[C@@H]3C(=O)N(Cc4ccccc4)C(=O)[C@@H]3[C@](C)(C1=O)N2C(=O)c1ccc(C(C)(C)C)cc1 | 0% | 6% | -4% | -8
O=C(O)c1ccccc1C(=O)c1ccc(F)c(F)c1 | 1% | -22% | -3% | 3
Cc1ccc(C2C(C(=O)c3sc(-c4ccccc4)nc3C)=C(O)C(=O)N2CCN(C)C)o1 (centres undefined) | 1% | 23% | -1% | -8

New compounds follow
SMILES | S-ASM inh | a7 integrin act | PTAP TSG101 blk | Giardia kill
CCOC(=O)C1(Cc2ccccc2C)CCCN(C(=O)CSC)C1 (centres undefined) | 1% | -10% | 0% | -12
CC1CN(C2CCCCC2)C(=O)NC1=O (centres undefined) | -3% | 13% | -3% | -9
C#CCN1C=CC(=O)[C@@H](OC(=O)NCCC)[C@H]1c1ccccc1Br | 3% | -14% | 1% | 3
NC(Cc1c[nH]c2ccccc12)C(=O)Nc1ccccc1 (centres undefined) | -1% | -14% | 3% | 19
COC(=O)CCCCCN1C(=O)NC(C2CC2)C(C(=O)OCc2ccccc2)=C1C (centres undefined) | 0% | -14% | -1% | 13
CCC(=O)Nc1nonc1-c1nc2ccccc2n1Cc1ccc(Cl)c(Cl)c1 | -2% | 25% | 3% | 14
Cc1cc(C)cc(NC(=S)NC(=O)Cc2ccccc2)c1 | -7% | ? | -3% | -2
COc1ccc(-c2csc(NC(CO)c3nc4ccccc4n3CCCO)n2)cc1 (centres undefined) | -8% | 10% | 0% | -4
CSCCC(NC(=O)c1cc(S(=O)(=O)N2CCOCC2)ccc1C)c1nc2ccccc2[nH]1 (centres undefined) | 2% | -33%[inhibitor] | -3% | 24
CN1CCN(c2ccc(S(=O)(=O)N3CCOCC3)cc2NC(=O)C2CCCCC2)CC1 | 4% | 2% | 2% | -6
CCc1c(N)nc(N)nc1Nc1ccccc1Cl | -2% | -29% | -5% | -17
O=C(COc1ccc(Cl)cc1)OCc1ccc(Cl)cc1 | -9% | 4% | -5% | 18
COc1cc2cc(-c3ccc(OC)c(OC)c3C)nc(N)c2cc1OC | 0% | -71%[inhibitor] | -3% | -27
O=C(CSc1ccc2nnc(-c3ccccc3)n2n1)N1CCCCC1 | 4% | -12% | 0% | 21
c1ccc(C[n+]2ccc3ccccc3c2)cc1 | 1% | -23% | -5% | -16
CCOc1cc(C(=O)NC(C)C2CC3CCC2C3)cc(OCC)c1OCC (centres undefined) | -4% | -19% | -2% | 1
O=C(CC(=O)c1ccccc1)CC(O)(C=Cc1ccccc1)c1ccccc1 (centres undefined) | -13% | -9% | 0% | 3
COc1ccc(-c2nc3c(C(=O)NCCN(C)C)cccc3c3ccccc23)cc1 | 26% | 0% | 0% | 6
Cc1cc(Nc2cccc(Br)c2)c2ccccc2n1 | -1% | -20% | 0% | 6
COC(=O)[C@@H](NCc1ccc(OC)c(B(O)O)c1)C(C)C | -4% | 6% | -1% | 6
CC(=O)OCC(=O)C12OC(C)(C)OC1CC1C3CC=C4CC(O)CCC4(C)C3CCC12C (centres undefined) | -2% | -2% | 2% | 5
COC(=O)[C@@H](Cc1c[nH]c2ccccc12)NCc1ccc(B(O)O)cc1 | 9% | 25% | -10% | -4
O=C1C=CC(=Nc2ccc3c(c2)C(=O)c2ccccc2-3)O1 | 2% | -3% | -6% | -8
O=C(N/N=C/c1cc2c(cc1[N+](=O)[O-])OCO2)c1ccccn1 | -1% | 11% | -1% | ?
C[C@@H]1CC[C@]2(O[C@H](CCO)C[C@@H](O)[C@@H]2O)O1 | 7% | 6% | -4% | -9

(continued)
SMILES | S-ASM inh | a7 integrin act | PTAP TSG101 blk | Giardia kill
CCC1([N+](=O)[O-])COC(C=Cc2ccccc2)OC1 (centres undefined) | -2% | -7% | 1% | -6
CCN1CCC(n2nccc2NC(=O)c2ccccc2Cl)CC1 | 6% | -25% | -3% | -18
CC1(C)SC2C(C(=O)O)N=C(Cc3ccccc3)N2C1C(=O)O (centres undefined) | 0% | -37% | -4% | 20
Cc1ccc(S(=O)(=O)Nc2ccc3cc([N+](=O)[O-])ccc3c2[N+](=O)[O-])cc1 | -4% | 20% | -8% | 1
O=C(C[n+]1ccccc1)Nc1ccccc1 | -1% | 24% | -4% | 4
Cc1cc2c(NCC(C)O)ncnc2s1 (centres undefined) | 2% | 28% | -7% | 3
CN1OC[C@@H]2CN(Cc3cc(Cl)cc(Cl)c3)[C@H](c3cccc(-c4ccccc4)c3)C[C@@H]21 | -5% | -6% | -8% | -1
Cc1ccc(C)c(NC(=O)c2ccc(S(=O)(=O)N(C)CC3CCCO3)cc2)c1 (centres undefined) | 1% | 19% | -13% | 7
COc1ccc(-c2oc3ccc(N4CCOCC4)cc3c2C#CCO)cc1 | 68%[activator] | -16% | -6% | -14
CC1(C)OC2CC3C4CC=C5CC(O)CCC5(C)C4CCC3(C)C2(C(=O)CO)O1 (centres undefined) | -4% | 21% | 1% | 23
O=C(C=Cc1ccccn1)c1ccccc1 | -1% | -71%[inhibitor] | 1% | -25
N#Cc1c(C(F)(F)F)cc(-c2cccs2)nc1SC(C(=O)O)c1ccccc1 (centres undefined) | 45%[activator] | 11% | -4% | 5
O=C1NC(=O)C(=Cc2ccccc2[N+](=O)[O-])S1 | 2% | -25% | -8% | -17
O=S1(=O)c2ccc(Br)cc2N2CC[C@H](C2)N1Cc1ccc(Cl)cc1 | -7% | -14% | -4% | 5
Cc1ccc2cc(C(c3nnnn3CC3CCCO3)N3CCCC4(CCCCC4)C3)c(=O)[nH]c2c1 (centres undefined) | 2% | 20% | -1% | 8

Three entries out of the list above, arranged by the number in a7 integrin act, rising:
Molecule | S-ASM inh | a7 integrin act | PTAP TSG101 blk
O=S1(=O)c2ccc(Br)cc2N2CC[C@H](C2)N1Cc1ccc(Cl)cc1 | -7% | -14% | -4%
Cc1ccc(S(=O)(=O)Nc2ccc3cc([N+](=O)[O-])ccc3c2[N+](=O)[O-])cc1 | -4% | 20% | -8%
O=C(C[n+]1ccccc1)Nc1ccccc1 | -1% | 24% | -4%

A portion of the library. The share of hits here may be higher or lower than overall.
